POLK inh: inhibitors of human DNA polymerase kappa; AID 588579; 400,000 tested, 0.53% active; Q9UBT6; Potency, µM (top dose mostly 107 µM), for the others: top-dose activity, negative = inhibition, most hits filed as inhibitors; purified Pol kappa, fluorescent DNA synthesis assay, 10 min; also: % is scaled to controls: 0 for no effect and ±100 for the full control effect
Target sequence (Q9UBT6 whole entry, looked up): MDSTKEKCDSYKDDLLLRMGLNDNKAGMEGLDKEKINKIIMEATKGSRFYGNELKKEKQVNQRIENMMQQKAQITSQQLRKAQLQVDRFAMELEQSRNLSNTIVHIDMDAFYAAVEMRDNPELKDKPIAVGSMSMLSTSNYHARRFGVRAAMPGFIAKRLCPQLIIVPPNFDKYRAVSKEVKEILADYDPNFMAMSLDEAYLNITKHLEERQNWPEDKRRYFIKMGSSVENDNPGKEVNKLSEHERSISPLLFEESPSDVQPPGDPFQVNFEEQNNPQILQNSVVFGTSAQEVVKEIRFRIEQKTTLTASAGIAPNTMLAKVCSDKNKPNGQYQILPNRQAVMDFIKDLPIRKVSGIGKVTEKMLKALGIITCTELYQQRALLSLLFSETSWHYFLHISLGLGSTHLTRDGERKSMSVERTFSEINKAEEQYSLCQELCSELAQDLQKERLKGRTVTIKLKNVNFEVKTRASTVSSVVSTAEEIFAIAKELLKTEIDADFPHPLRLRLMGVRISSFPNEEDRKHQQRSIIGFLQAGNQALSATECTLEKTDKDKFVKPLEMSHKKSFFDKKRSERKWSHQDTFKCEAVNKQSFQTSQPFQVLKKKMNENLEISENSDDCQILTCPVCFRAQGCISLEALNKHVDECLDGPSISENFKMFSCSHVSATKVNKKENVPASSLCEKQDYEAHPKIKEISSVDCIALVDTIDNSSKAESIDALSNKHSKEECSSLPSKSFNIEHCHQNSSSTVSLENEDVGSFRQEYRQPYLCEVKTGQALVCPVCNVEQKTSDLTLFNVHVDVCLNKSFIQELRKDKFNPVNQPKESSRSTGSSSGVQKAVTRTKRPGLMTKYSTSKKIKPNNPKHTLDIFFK
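Readout: fluorescence, taken kinetically at 0 and 10 min. Conditions: 10 nM Pol kappa, 15 min RT compound preincubation, 50 nM substrate final. Controls: enzyme-free buffer wells.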
APEX1 inh: APE1 (human) endonuclease inhibition | P27695 | recombinant APE1, TAMRA/BHQ-2 abasic DNA cleavage fluorescence | Potency, µM (series often up to 65.8 µM), inactives show top-dose activity change, negative = inhibition, actives largely listed as inhibitors | 350,000 tested, 0.35% active | AID 2517;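 also: plate controls were vehicle for no effect and reference inhibitor for full effect; nearly all actives have a fitted effect of over 55% in size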
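Kinetic fluorescence read (525 ex/598 em nm, three reads 60 s apart) of AP-site incision; signal = third minus first read. Enzyme 0.75 nM, dual-labelled THF duplex 50 nM, compound preincubation 15 min RT.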
G9a block: blocks human histone lysine methyltransferase G9a; Q96KQ7; G9a H3K9 monomethylation, AlphaScreen, 2 h; Potency, µM (top dose mostly 102 µM), inactives show top-dose activity, negative = inhibition, usual class: inhibitors; 350,000 tested, 8.8% active; AID 504332; also: % is scaled to controls: 0 for no effect and ±100 for the full control effect; nearly all actives have a fitted effect of over 75% in size
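Readings reflect AlphaScreen signal from monomethyl-H3K9 antibody detection. HMT at 20 nM; substrate b-H3K9 500 nM; cofactor SAM 20 uM; 2 h RT reaction; compounds tested as titrations in qHTS with 15 min preincubation.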
POLB inh: blocks human DNA polymerase beta activity; Potency, µM (doses to about 114 µM), without a hit: at the top dose activity change, negative = inhibition, hits mostly inhibitors; P06746; Pol beta primer extension/strand displacement, fluorescence kinetic; 340,000 tested, 1.3% active; also: % is scaled to controls: 0 for no effect and ±100 for the full control effect
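Reaction started by 50 nM substrate onto compound-treated Pol beta (10 nM, 15 min preincubation, room temperature); plates read at 0 min and 10 min. Normalized concentration-effect data fitted by four-parameter Hill equation.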
Pol eta inh: DNA polymerase eta (human) inhibition; AID 588591; Potency, µM (titrated, usually from 114 µM), for the others: at the highest dose activity change, negative = inhibition, usual class: inhibitors; Q9Y253; recombinant Pol eta, fluorescent DNA replication assay; 390,000 tested, 1.2% active; also: % is scaled to controls: 0 for no effect and ±100 for the full control effect
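Pol eta at 10 nM preincubated with compounds 15 min at room temperature; reaction started with fluorescent substrate (50 nM final) and read kinetically at 0 and 10 min.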
Anesthetic bind: binds horse apoferritin like a general anesthetic. P02791. apoferritin/1-aminoanthracene competitive binding, fluorescence. Potency, µM (doses to about 77.5 µM), for inactives: at the highest dose activity change, negative = displacement, usual class: inhibitors. 350,000 tested, 0.074% active. AID 485281; also: % is scaled to controls: 0 for no effect and ±100 for the full control effect; nearly all actives have a fitted effect of over 20% in size
Target sequence (P02791 2-175 limits assumed): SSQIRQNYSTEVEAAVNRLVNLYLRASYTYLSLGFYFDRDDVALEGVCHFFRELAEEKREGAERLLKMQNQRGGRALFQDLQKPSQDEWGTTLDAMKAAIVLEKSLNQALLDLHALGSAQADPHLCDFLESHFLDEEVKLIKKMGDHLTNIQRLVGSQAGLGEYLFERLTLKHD
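Probe: 1-aminoanthracene (50% saturated, PBS). Protein: horse-spleen apoferritin, 10 uM. Incubation: 10 min, room temperature. Detection: 380 nm excitation, 535 nm emission. Analysis: normalized response, four-parameter Hill.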
POLI inh: blocks human DNA polymerase iota activity; AID 588590; Q9UNA4; Pol iota fluorescent replication assay, 10 min; Potency, µM (doses to about 115 µM), for inactives: at the top dose activity, negative = inhibition, actives largely listed as inhibitors; 390,000 tested, 1% active
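Pol iota at 10 nM preincubated 15 min with compounds at room temperature; reaction started with fluorescent substrate, 50 nM final. Fluorescence read kinetically at 0 and 10 min; buffer-only wells as negative control.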
BLM inh: Bloom syndrome helicase (human) inhibition; P54132; recombinant BLM DNA unwinding, fluorescence dequenching; Potency, µM (titrated, usually from 56.1 µM), for the others: at the top dose activity change, negative = inhibition, most hits filed as inhibitors; 350,000 tested, 0.2% active;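 also: plate controls were vehicle for no effect and no enzyme for full effect; nearly all actives have a fitted effect of over 35% in size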
BAZ2B inh: BAZ2B (human) inhibition; AlphaScreen BAZ2B-H3K14Ac peptide displacement; Potency, µM (titrated, usually from 114 µM), inactives show at the top dose activity change, negative = inhibition, most hits filed as inhibitors; 360,000 tested, 4.4% active; also: % is scaled to controls: 0 for no effect and ±100 for the full control effect; nearly all actives have a fitted effect of over 60% in size
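Complex of BAZ2B and biotin-H3K14Ac (50 nM apiece) forms over 30 min at RT, then faces library compounds up to 110 uM for another 30 min; AlphaScreen beads added, 20 min dark incubation, luminescence read.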
The depositor's hits bear a star; ? = inconclusive; · = no result given; & = joins results of further samples; [ ] = another dose, or the depositor's remark. Calls follow the shape of the dose curve; as a rule, active = well fitted curve in the direction sought with a large enough effect; inconclusive = small, poorly fitted or top-dose-only effect, or another doubt; inactive = no such curve, though single readings can be large; an effect the other way counts as inactive or inconclusive. Potency is read from the fitted curve at half-maximal effect.

smiles,POLK inh,APEX1 inh,G9a block,POLB inh,Pol eta inh,Anesthetic bind,POLI inh,BLM inh,BAZ2B inh
CC(C)NC(=O)Nc1cccc2c1O[C@H](CN(C)C(=O)Nc1ccccc1)[C@@H](C)CN([C@H](C)CO)C2=O,-3%,-2%,·,·,0%,·,-7%,·,·
Cc1ccccc1Nc1c(-c2ccc(Br)o2)nc2ccc(Cl)cn12,-24%,·,-31%[59 µM],-2%,-13%,209%[activator],-1%,0%,-12%
CC(=O)Nc1ccc(NC(=O)/C=C/c2ccc(Cl)cc2)cc1,-7%,12%,1%,-6%,6%,2%,84%[activator],-4%,-7%
CC1(C)SCC(C(=O)O)NC1=O (stereo unspecified),-3%,-4%,-16%,-3%,-19%,1%,9%,-1%,-20%
O=C(c1cc2ccc3cccnc3c2[nH]1)N1CCN(c2ccccc2)CC1,2%,·,-48%[59 µM],12%,10%,-2%,-8%,-3%,-24%[57.1 µM]
CC(Cc1ccccc1)C(=O)NCc1ccncc1 (stereo unspecified),19%,15%&-4%,12%,29%,-6%,-4%&8%,52%[activator],3%&-6%,5%
COc1cccc(-c2ccc3nnc(SCC(=O)Nc4ccc(NC(C)=O)cc4)n3n2)c1,-11%,20%,-25%[0.501 µM],·,?,·,?,·,-34%
COc1ccc(OCC(=O)Nc2cc(-c3nn(C)c(=O)c4ccccc34)ccc2N2CCOCC2)cc1,3%,1%,31%[activator][12.7 µM],-10%,-5%,-2%,5%,-5%,-29%
C/C(=N\Nc1nc(N2CCCCCC2)nc(N2CCCCCC2)n1)c1ccccc1,-4%,8%,5%,9%,-7%,-2%,?,-10%,?
COC(=O)c1cccc(C(=O)N2CCCC(C(=O)c3cccc(OC(C)C)c3)C2)c1 (stereo unspecified),7%,-19%,-7%,14%,0%,-15%,14%,-4%,-7%
Cc1csc(NC(=O)C2=COCCO2)n1,-6%,17%,2%,·,-6%,·,13%,·,12%
O=C(NCc1cccc(C(F)(F)F)c1)C1CCC(=O)N(C2CCCCCC2)C1 (stereo unspecified),-2%,20%,5%,25%,-16%,-14%,49%[activator],-1%,-8%
CC(NC(=O)CN1CCN(Cc2ccc(Cl)cc2)C1=O)c1ccc2c(c1)OCCO2 (stereo unspecified),7%,?,0%,-16%,-8%,-3%,13%,0%,-18%
O=C(O)/C=C\C(=O)NCc1cccnc1,-18%,-6%,?,2%,8%,-6%,-3%,0%,-26%
CC(NS(=O)(=O)c1ccc(OCC(=O)NCc2ccncc2)cc1)c1ccccc1 (stereo unspecified),-1%,5%,-10%,?,-13%,-8%,102%[activator],-1%,2%
Cc1c(C(=O)N2CCN(Cc3ccccc3)CC2)sc2ncnc(N3CCOCC3)c12,-5%,24%,-10%[59 µM],-2%,-11%,7%,28%,-2%,14%
Cc1c2cnn(CC(=O)Nc3cccc(C(F)(F)F)c3)c(=O)c2c(C)n1Cc1ccccc1F,-3%,1%,13%[59 µM],1%,-20%,-1%,27%,1%,1%
COc1cc(C(=O)N[C@H](C(=O)NC2CCCCCC2)C(C)C)cc(OC)c1OC,-1%,1%,-11%[12.7 µM],7%,-9%,-5%,10%,-6%,5%
CCN(CC)S(=O)(=O)c1ccc(N2CCOCC2)c(NS(=O)(=O)c2ccc(C)cc2)c1,-10%,24%,-12%,?,-15%,1%,-1%,-3%,14%
O=C(CCn1c(=O)oc2ccccc21)NCc1ccc2c(c1)OCO2,6%,2%,3%,-2%,-9%,-2%,2%,1%,5%
Cn1c(=O)n(C)c2cc([N+](=O)[O-])c(N3CCN(S(=O)(=O)c4ccccc4)CC3)cc21,-5%,0%,?,2%[57.1 µM],-1%,3%,21%,-3%,?
O=C(CN1CCOc2ccccc21)NCc1cccs1,-7%,22%,?,?,-1%,-6%,-1%,-3%,-7%
COc1ccc(-c2cc(C(=O)NNC3=NCCC3)c3c(C)nn(-c4ccccc4)c3n2)cc1,3%,-2%,21%,-29%,-22%,-7%,176%[activator],0%,17%
Cc1cccc(N=Cc2[nH]c3ccc(Br)c(Cl)c3c2O)c1,-24%,11%,10µM*,41%,?,-13%,43%,-11%,-13%
CCn1c(SCC(=O)NNC(=O)c2ccc(C)cc2)nnc1C(C)C,8%,4%,18%,40%,-6%,-11%,3%,-2%,-2%
Cc1noc(C)c1S(=O)(=O)Nc1ccc(C#N)cc1,6%,1%,9%,25%,-4%,-2%,-7%,-3%,-3%
O=C(O)C1CCC(CNS(=O)(=O)c2ccc(Br)cc2)CC1 (stereo unspecified),6%,7%,5%[0.501 µM],3%,-2%,4%,?,-4%,-4%
CCc1ccc(NS(=O)(=O)c2cccc3nonc23)cc1,-5%,-3%,45µM*,1%,-24%,?,102%[activator],-5%,?
CC(C)OP(=O)(c1ccc(N(C)C)cc1)C(O)c1ccc(C(C)C)cc1 (stereo unspecified),-6%[60.1 µM],0%,4%[12.7 µM],3%,-19%,0%,3%,-6%,-11%
COc1cccc(C(=O)OCC(=O)NCCC2=CCCCC2)c1,-3%,0%,·,·,-14%,·,38%[activator],·,·
O=C(NN1CCN(Cc2ccccc2Cl)CC1)c1ccc(Cl)cc1,-7%,3%,-44%[59 µM],41%,-18%,7%,?,5%,-39%
CCCCOc1ccc(C(=O)NCC(=O)N2CC(C)OC(C)C2)cc1 (stereo unspecified),3%,30%,6%,·,-20%,·,5%,·,1%
CN1C(=O)c2ccccc2OC1(C)Cc1ccccc1 (stereo unspecified),-13%,2%,9%[59 µM],24%,-14%,-10%,6%,5%,11%
O=C(CCC(=O)c1cccs1)NCc1ccc(F)cc1,-1%,-3%,5%[59 µM],0%,-8%,-8%,12%,-2%,7%
O=C(COc1ccccc1[N+](=O)[O-])N1CCCc2ccccc21,-30%,1%,71µM*,-4%,-6%,-26%,29%,-5%,-7%
O=C(NCc1ccc(Cl)cc1)C(=O)NCC(c1ccco1)S(=O)(=O)c1cccs1 (stereo unspecified),-8%[60.1 µM],·,3%[59 µM],-4%,-4%,-9%,10%,0%,2%
O=C(COc1ccc(/C=N/NC(=O)c2ccncc2)cc1)Nc1ccc([N+](=O)[O-])cc1,-2%,18%[12.4 µM],20%[59 µM],24%,-6%,-9%,-10%,-1%,-2%
O=C(NN1C(=O)CSC1=S)c1cccnc1,-11%,1%,50µM*,-1%,-6%,35%[activator],?,1%,?
O=C(CSc1nc(-c2ccccc2)cc(=O)[nH]1)Nc1ccc(Br)cc1,-6%,-6%,33%[activator],72%,5%,28%,-3%,-1%,0%
COc1cc(C(=O)Nc2nonc2-c2ccc(Cl)cc2)cc(OC)c1OC,-9%,·,-3%[59 µM],20%,-15%,-4%,3%,-3%,1%

Reformatted field by field: part of the list above.
Cc1cccc(N=Cc2[nH]c3ccc(Br)c(Cl)c3c2O)c1
  POLK inh = -24%	APEX1 inh = 11%	G9a block = 10µM*	POLB inh = 41%	Pol eta inh = ?	Anesthetic bind = -13%	POLI inh = 43%	BLM inh = -11%	BAZ2B inh = -13%
CCn1c(SCC(=O)NNC(=O)c2ccc(C)cc2)nnc1C(C)C
  POLK inh = 8%	APEX1 inh = 4%	G9a block = 18%	POLB inh = 40%	Pol eta inh = -6%	Anesthetic bind = -11%	POLI inh = 3%	BLM inh = -2%	BAZ2B inh = -2%

Further records.
smiles,POLK inh,APEX1 inh,G9a block,POLB inh,Pol eta inh,Anesthetic bind,POLI inh,BLM inh,BAZ2B inh
O=C(NC1CCCCCC1)c1ccc2c(c1)sc1nc(-c3ccc(F)cc3)cn12,-15%,·,-19%[59 µM],-1%,-8%,53%[activator],-18%,-1%,-25%
COc1ccc(CC2C(=O)OC(C)(C)OC2=O)cc1,-6%,-6%,40µM*,31%,-17%,-8%,15%,1%,-8%
Cc1c(C#N)c2ncnc(N)c2n1-c1ccccc1,-7%,4%,2%[59 µM],20%,-21%,-11%,0%,1%,8%
O=C(/C=N/O)Nc1cccnc1,-3%,5%,-14%[59 µM],-8%,-24%,6%,13%,2%,1%
CC1(C(=O)NC(=S)N(CCC#N)c2ccccc2)CC1(Cl)Cl (stereo unspecified),1%,1%,28µM*,1%,10%,-8%,15%,-1%,-37%
CN(C)c1ccc(N/C=C/C(=O)c2ccc(F)cc2)cc1,-8%,-5%,2.5µM*,11%,-16%,-14%,13%,-3%,?
Nc1ncnc2c1ncn2[C@@H]1O[C@H](CNC(=O)[C@H]2CCC(=O)N2)[C@@H](O)[C@H]1O,-8%,-3%,·,·,-6%,·,?,·,·
CN(C)c1cccc(NC(=O)C2(C)CC2(Cl)Cl)c1 (stereo unspecified),-2%,1%,-3%[59 µM],23%,-1%,?,44%[activator],-1%,-11%
COC(=O)CSc1nc(C)cc(C)c1C#N,-3%,25%,·,24%,-6%,1%,36%[activator],-2%,10%
Clc1c(-c2ccccc2)nnn1-c1ccccc1,3%,0%,39%[59 µM],-17%,-19%,-9%,-2%,-1%,6%
Cc1cccc(N(C)C(=O)CCS(=O)(=O)c2ccc3c(c2)oc(=O)n3C)c1,-19%,·,2.8µM*,0%,2%,3%,-9%,0%,0%[57.1 µM]

4 compounds from above with just Pol eta inh, POLI inh and Anesthetic bind:
canonical_smiles	Pol eta inh	POLI inh	Anesthetic bind
CC1(C(=O)NC(=S)N(CCC#N)c2ccccc2)CC1(Cl)Cl (stereo unspecified)	10%	15%	-8%
CN(C)c1ccc(N/C=C/C(=O)c2ccc(F)cc2)cc1	-16%	13%	-14%
Nc1ncnc2c1ncn2[C@@H]1O[C@H](CNC(=O)[C@H]2CCC(=O)N2)[C@@H](O)[C@H]1O	-6%	?	·
CN(C)c1cccc(NC(=O)C2(C)CC2(Cl)Cl)c1 (stereo unspecified)	-1%	44%[activator]	?

High-throughput results: PubChem BioAssay, National Center for Advancing Translational Sciences (NCATS)

Not all compounds are listed. The share of hits here may be higher or lower than overall.
